Ba/F3 V617F tox – lowers viability of Ba/F3 cells expressing EpoR and JAK2V617F. ATP luminescence. inhibition, % at 5.6 µM. 220,000 compounds, 1.1% hits. AID 1446;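 active means inhibition above the campaign mean plus 3 SD over all tested compounds, cut at about 24% in these data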;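 further: cytokine-independent growth of Ba/F3 cells driven by EpoR plus mutant JAK2; 0% = DMSO-treated cells and 100% = JAK inhibitor I control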
NPY-Y2 PAM-ag – potentiates or activates human NPY-Y2 receptor. activation, % at 3.6 µM. cells expressing NPY-Y2, potentiator/agonist read-out. 220,000 compounds, 0.45% hits; in the data active means activation above about 27%;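 further: cells stimulated with NPY near EC25 plus isoproterenol at EC100; 0% = vehicle plus submaximal agonist and 100% = vehicle plus saturating agonist; some results beyond the cut were filed as inactive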
eIF4E 4G PPI – inhibitors of eIF4E and eIF4G interaction in translation initiation; P63073+Q04637; TR-FRET eIF4E-eIF4GI(517-606) binding, 2 h; inhibition, % at 21.7 µM; 220,000 compounds, 0.37% hits; AID 782;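 active means inhibition above about 30%, limit read from the data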;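 further: 0% = full FRET control wells and 100% = background wells lacking eIF4GI fragment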
Mdm2 ligase inh – blocks human Mdm2 ubiquitin ligase activity | cell-based MDM2 ubiquitination luciferase reporter, 2 h; 0 = plate control, 100 = twice control, blank-subtracted | signal enhancement, % at 5 µM | Q00987 | AID 1230 | 210,000 compounds, 0.11% hits;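 active means signal enhancement of 30% or more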;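 further: luminescence tracks abundance of the self-degrading MDM2-luciferase fusion protein; higher signal means inhibition of MDM2 E3 ligase activity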
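System: stable MDM2–luciferase fusion reporter cells / Input: 2000 cells seeded into each well / Schedule: 4 h settle plus 2 h compound, 37 °C / Compound: single-point 5 µM / Buffer or medium: cells held in DMEM / Benchmarks: control and blank well means / Evaluation: percent signal gain over controls, blank-subtracted / Measured by: luciferase luminescence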
S1P4 agonist – agonists of human S1P4 receptor | O95977 | S1P4-expressing cell line, agonist reporter assay | activation, % at 4.98 µM | 220,000 compounds, 0.35% hits; in the data active means activation above about 11%;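 further: 0% = DMSO vehicle and 100% = reference agonist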
S1P4 antagonist – human S1P4 receptor antagonism | AID 1510 | O95977 | inhibition, % at 4.98 µM | 220,000 compounds, 0.26% hits | S1P4-expressing cells, antagonist mode, reporter read-out; in the data active means inhibition above about 29%;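 further: 0% = wells stimulated with agonist and 100% = vehicle wells without agonist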
BaF3 parental – reduces parental Ba/F3 cell viability, JAK2V617F counter-screen | CellTiter-Glo ATP luminescence | inhibition, % at 5.6 µM | 220,000 compounds, 1.1% hits | AID 1486;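 active means inhibition above a per-campaign cutoff, the mean inhibition of all tested compounds plus 3 SD, cut at about 27% in these data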;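 further: 0% = DMSO wells and 100% = JAK Inhibitor I control wells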
Wee1 degr inh – human Wee1 degradation inhibition, primary screen; P30291; HeLa Luc-Wee1K328M stability, luciferase luminescence; 100% = proteasome inhibitor MG132 effect; reporter increase, % at 5 µM; 220,000 compounds, 1.2% hits; AID 1321;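 active means activation above the mean of all tested compounds plus 3 SD, set per screening run, cut at about 8.8% in these data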;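 further: cells exposed to compound for 20 h before luminescence read; 0% = DMSO alone and 100% = MG132 at 30 µM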
PERK inhibitor – human PERK inhibition, primary cell-based screen | CHO PERK-DD fusion, SEAP luminescence translation reporter | inhibition, % at 5.6 µM | 220,000 compounds, 0.17% hits | AID 1416;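 active means inhibition above the mean inhibition of all tested compounds plus 3 SD, set separately per screening campaign, cut at about 2.9% in these data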;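 further: PERK kinase domain activated by AP20187 dimerizer at 100 nM; 0% = DMSO with dimerizer and 100% = rapamycin at 8.4 µM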
Target sequence (Q9NZJ5 whole entry, looked up, the tested form may be a part): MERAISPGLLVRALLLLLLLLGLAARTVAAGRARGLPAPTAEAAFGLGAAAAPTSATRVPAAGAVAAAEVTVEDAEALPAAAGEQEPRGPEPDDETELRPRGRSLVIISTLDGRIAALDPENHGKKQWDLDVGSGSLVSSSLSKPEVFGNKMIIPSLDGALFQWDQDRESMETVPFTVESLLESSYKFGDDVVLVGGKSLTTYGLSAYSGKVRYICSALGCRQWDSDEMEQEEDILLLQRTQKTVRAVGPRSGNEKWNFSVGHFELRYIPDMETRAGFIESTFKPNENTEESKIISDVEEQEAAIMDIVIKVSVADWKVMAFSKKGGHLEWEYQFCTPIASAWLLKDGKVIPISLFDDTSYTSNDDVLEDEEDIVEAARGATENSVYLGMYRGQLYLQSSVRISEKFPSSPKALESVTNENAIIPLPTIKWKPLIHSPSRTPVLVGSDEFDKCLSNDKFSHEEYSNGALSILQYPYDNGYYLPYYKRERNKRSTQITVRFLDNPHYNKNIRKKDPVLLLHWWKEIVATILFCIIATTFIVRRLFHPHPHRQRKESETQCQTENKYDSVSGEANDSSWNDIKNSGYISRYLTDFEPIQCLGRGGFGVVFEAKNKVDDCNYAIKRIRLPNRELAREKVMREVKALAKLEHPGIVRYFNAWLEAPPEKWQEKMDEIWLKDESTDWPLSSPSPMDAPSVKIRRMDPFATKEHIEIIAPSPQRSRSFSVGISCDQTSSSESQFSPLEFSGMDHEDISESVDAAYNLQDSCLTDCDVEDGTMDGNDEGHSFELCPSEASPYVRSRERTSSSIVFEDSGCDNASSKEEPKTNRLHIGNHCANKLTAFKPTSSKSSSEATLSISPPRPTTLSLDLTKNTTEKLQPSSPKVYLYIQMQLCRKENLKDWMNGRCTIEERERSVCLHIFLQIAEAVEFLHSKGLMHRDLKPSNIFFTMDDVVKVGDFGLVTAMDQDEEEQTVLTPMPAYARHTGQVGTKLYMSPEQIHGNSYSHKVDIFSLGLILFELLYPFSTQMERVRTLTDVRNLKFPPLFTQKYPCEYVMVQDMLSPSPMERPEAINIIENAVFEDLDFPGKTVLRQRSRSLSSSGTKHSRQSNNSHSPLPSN
* = called active by the depositor; . = no result given; [ ] = remark or other dose. Random draw from the library; overall some 4.1% were active at least once.

Each structure is followed by: S1P4 antagonist	Ba/F3 V617F tox	Wee1 degr inh	eIF4E 4G PPI	S1P4 agonist	NPY-Y2 PAM-ag	PERK inhibitor	Mdm2 ligase inh	BaF3 parental
CC(NCC(O)COCc1cccs1)C1CC2CCC1C2 (centres undefined)
 : -0.6	-4.2	-3.0	-4.5[fluorescence artefact?]	-1.8	-10.4	-0.1	-2.9	3.8
CC(C)(C)NC(=O)CSc1nc(O)cc(=O)n1-c1ccccc1F
 : 1.1	-3.8	-1.1	8.8	1.2	12.8	2.0	-32.2	-1.2
CCOC(=O)c1c(C)nc(SC)c(C#N)c1-c1ccccc1
 : 13.2	3.9	-0.8	2.1[fluorescence artefact?]	0.0	-9.1	-0.3	-17.1	2.8
CC(C)C(C)NC(=O)COc1ccc([N+](=O)[O-])cc1Cl (centres undefined)
 : 2.2	-4.1	1.2	3.9	0.4	4.6	0.4	-13.4	2.8
COc1cc(C2C(C#N)=C(N)Oc3n[nH]c(-c4ccccn4)c32)cc(OC)c1OC (centres undefined)
 : -6.6	-1.4	0.0	-7.3	2.2	-4.0	0.6	-14.8	2.3
CCOP(=O)(OCC)c1nc(-c2ccccc2Cl)oc1N1CCOCC1
 : -16.0	0.1	-1.4	11.1	1.5	-6.6	0.4	-6.0	6.9
CC(=O)Nc1cc(C(=O)N2CCCC2)ccc1S(=O)(=O)c1ccc(C)cc1
 : -21.6	-1.3	-0.9	1.8	0.4	13.8	0.3	-3.0	4.0
Cc1csc(SCC(=O)N(C)CC(=O)Nc2ccc(F)cc2)n1
 : 10.7	7.3	-1.8	1.1	0.2	-3.2	-0.3	-6.8	13.2
OCc1cc(C(O)CNCCCCCCOCCCCc2ccccc2)ccc1O (centres undefined)
 : -1.0	-3.1	-4.0	0.4	-1.5	86.0*	1.8	.	0.1
CCOC(=O)C1=C(c2ccccc2)NC(N)=NC1c1ccc(OCc2ccc(Cl)cc2)c(OC)c1 (centres undefined)
 : 9.6	-0.1	-3.7	37.1*	-0.5	-13.5	-0.1	-5.1	0.3
CCn1c(C)cc(=S)c2ccccc21
 : 5.1	-0.4	1.2	13.9[fluorescence artefact?]	-0.6	5.7	-0.2	-10.1	5.5
O=C(NCCCN1CCOCC1)c1sc2ccccc2c1Cl
 : -12.2	-2.0	3.1	-1.8	1.2	-8.9	-0.4	-8.4	4.1
COC(=O)CS(=O)(=O)c1ccsc1C(=O)Nc1ccc(F)c(F)c1
 : -22.4	-5.4	0.8	-3.5	2.0	5.6	0.6	-2.3	1.3
CCCOc1ccc(Br)cc1CSC(=N)N
 : -6.2	37.8*	-1.0	2.2	-0.3	11.7	-1.5	-33.8	41.3*
Cc1ccc(N2C(=O)N(Cc3ccccc3C)c3ccccc3S2(=O)=O)cc1
 : -0.9	0.6	0.6	-1.4	0.2	-1.6	-0.3	10.9	5.7
CCNc1ccc(S(=O)(=O)N(C)C)cc1NCC(=O)Nc1c(F)cccc1F
 : -16.8	-0.5	0.6	-4.4[fluorescence artefact?]	2.1	13.4	0.3	-8.8	3.5
Cc1ccc(OCC(O)Cn2nc(C)cc2C)cc1 (centres undefined)
 : 2.6	0.2	-2.5	-0.5	0.9	-6.3	-0.3	-6.8	1.6
Cc1cc(C)c2cc3c(N)c(C(=O)Nc4c(C)[nH]c(=O)[nH]c4=O)sc3nc2c1
 : 5.5	-6.1	-1.1	2.3	3.1	-17.6	1.0	-11.1	2.5
CCOc1ccccc1OCCC(=O)Nc1ccc(F)c(Cl)c1
 : 3.3	1.3	-0.8	0.7	-0.3	-19.6	0.4	-9.4	9.4
CCc1c(C)nc(SCCOc2ccc(OC(C)C)cc2)[nH]c1=O
 : -1.9	-2.9	0.2	10.2	1.6	11.4	0.8	-24.2	3.1
NC(=O)c1cccnc1
 : -11.0	-3.6	-1.0	0.8	0.5	0.5	1.6	.	3.8
COc1ccc(-c2[nH]ncc2CNC(C)c2ccccc2Cl)cc1F (centres undefined)
 : -12.9	-1.1	-1.5	-3.8	-0.9	-4.8	-0.4	4.1	5.8
O=C(Cn1cc2c(n1)CCCC2)N1CCc2ccccc21
 : 4.0	-2.8	1.1	-2.4	-1.0	19.9	-0.3	-11.0	-0.8
CCOC(=O)C(C)n1ncn2cccc2c1=O (centres undefined)
 : -27.2	3.1	-0.7	43.3*[fluorescence artefact?]	-0.6	-11.5	-0.3	-16.8	4.2
CC(=O)Nc1ccc(S(=O)(=O)NC(C(=O)O)C(C)O)cc1 (centres undefined)
 : -10.8	-4.2	2.3	1.2	-0.2	4.1	0.6	.	-3.8
O=C(NC(=O)c1ccc(Cl)c(Cl)c1)OC1CCS(=O)(=O)C1 (centres undefined)
 : -16.9	-2.4	1.6	2.9	1.0	7.9	0.6	-1.7	6.3
Cn1nc(C(F)(F)F)c(C(=O)Nc2ccc(F)cc2F)c1Sc1cccc(Cl)c1
 : 7.5	0.2	-0.1	0.7	0.0	-11.1	0.7	-11.7	4.1
COc1cccc(C2=NN(C(=O)c3ccccc3)C(O)(C(F)(F)F)C2)c1 (centres undefined)
 : 7.4	1.9	2.5	-8.0	0.2	-6.2	-0.7	.	6.0
CCC(C)NC(=O)c1cc(Cl)ccc1OC (centres undefined)
 : -1.8	0.6	-1.2	-3.8	0.1	-8.5	0.0	.	2.5
CCc1c(C)sc(NC(=O)/C=C/C(=O)O)c1C(N)=O
 : -4.8	5.3	-1.4	0.6	3.5	-3.0	-0.3	-7.4	12.9
CC(=O)OCCNC(=O)c1cccnc1
 : 4.4	-1.3	2.3	-4.4	-3.1	2.9	-0.7	-13.3	5.9
O=C(CSc1nc2ccsc2c(=O)n1Cc1ccccc1)NCC1CCCO1 (centres undefined)
 : -6.2	1.0	-0.5	-1.0	-1.9	-15.8	0.2	-3.5	1.7
CCN(CC)S(=O)(=O)c1ccc(-c2nnc(SCC(C)=O)o2)cc1
 : -24.1	-5.0	0.8	-3.5	-3.1	-4.8	-0.5	-26.9	0.1
CCOCCCNC(=O)c1c(-c2ccccc2)noc1C
 : -18.7	-3.9	-0.5	1.4[fluorescence artefact?]	-0.8	15.4	2.1	-13.8	0.3
C/C(=N/OCC(=O)Nc1ccc(C)cc1C)c1cccs1
 : 7.7	-3.4	-2.9	-0.9	-4.1	-2.5	0.4	5.2	2.0
Cc1ccc2cc(CN(CC3CCCO3)S(=O)(=O)c3cccc4nsnc34)c(=O)[nH]c2c1 (centres undefined)
 : -10.8	-1.7	-1.9	-14.0	1.0	17.2	-0.3	-6.3	3.4
O=C(NCCc1ccc(Cl)cc1)C1CC(=O)N(C2CCCCC2)C1 (centres undefined)
 : -13.7	-2.8	-1.6	.	-0.4	-0.9	1.0	.	7.0
COC(=O)c1cc(C)cc(=O)o1
 : 3.0	-1.8	3.4	-3.0	-1.9	-8.0	0.7	-8.3	3.4
Cn1cnnc1SCC(=O)Nc1ccc2nc(SCc3ccccc3F)sc2c1
 : -4.3	2.8	5.8	3.0	1.4	2.8	-2.8	-27.1	8.1
CC(Cc1cccs1)NC(=O)Nc1ccc(F)cc1 (centres undefined)
 : -3.0	-1.6	1.6	-6.5[fluorescence artefact?]	0.8	-12.2	0.2	-2.9	4.3
Cc1noc(NS(=O)(=O)c2ccc(NC(=O)c3cc(-c4ccccc4Cl)nc4ccccc34)cc2)c1C
 : 0.0	3.5	-1.7	2.1	0.6	-6.6	0.2	0.2	4.5
C(=C\c1ccccc1)/C=N/Nc1ccc2nncn2n1
 : 9.6	-3.9	-2.4	4.6	-2.0	-11.2	1.7	-9.1	0.2
Cc1ccsc1-c1nc(CSCC(=O)NCc2ccc3c(c2)OCO3)c(C)o1
 : 1.2	-2.7	-0.9	1.0	0.2	-16.1	0.5	-3.1	2.9
NNC(=O)c1ccc(CSc2n[nH]c(=O)[nH]c2=O)cc1
 : -6.8	0.5	-3.9	2.0	0.1	12.0	1.9	-4.2	0.7
CSc1nc(C)cc(Oc2ccc(OCC(N)=O)nn2)n1
 : -13.3	-2.1	-1.8	-0.4	0.4	2.5	0.6	0.8	-1.7
Cc1cccc(Oc2nc(-c3ccccc3)cc(C)c2S(C)(=O)=O)c1C
 : -6.9	-1.2	2.2	0.1	-3.1	-30.8	-0.9	-25.7	3.9
CCC(=O)c1cn(CC(=O)OC)c2ccccc12
 : -8.4	-2.7	-0.6	1.1	0.5	-6.7	0.2	-10.7	2.2
CC(=O)c1cnc(Nc2nc(C)c3ccc(C)cc3n2)nc1C
 : -2.3	-2.2	-1.4	1.6	-1.0	-4.9	-0.3	-4.7	0.2
Cc1ccc(C(c2nnnn2C2CCCC2)N2CCN3CCCC3C2)cc1 (centres undefined)
 : -11.7	-2.1	-0.1	-1.6	1.6	-4.2	0.1	-25.5	1.5
CC(NC(=O)COC(=O)/C=C/c1ccco1)c1ccccc1 (centres undefined)
 : -18.4	3.9	-3.4	0.9	0.7	-4.8	1.0	-19.1	11.7

The last two compounds of the section above are carried over, then new ones follow:
Each structure is followed by: S1P4 antagonist	Ba/F3 V617F tox	Wee1 degr inh	eIF4E 4G PPI	S1P4 agonist	NPY-Y2 PAM-ag	PERK inhibitor	Mdm2 ligase inh	BaF3 parental
Cc1ccc(C(c2nnnn2C2CCCC2)N2CCN3CCCC3C2)cc1 (centres undefined)
 : -11.7	-2.1	-0.1	-1.6	1.6	-4.2	0.1	-25.5	1.5
CC(NC(=O)COC(=O)/C=C/c1ccco1)c1ccccc1 (centres undefined)
 : -18.4	3.9	-3.4	0.9	0.7	-4.8	1.0	-19.1	11.7
CC1CN(C(=O)c2ccncc2)CC(C)O1 (centres undefined)
 : 7.3	-4.5	5.0	0.8	-2.4	-4.2	1.9	-7.9	-0.1
Cc1ccc(NC(=O)NC(=O)CSc2nnc(-c3ccc(OC(F)F)cc3)n2N)c(C)c1
 : -25.2	-0.1	1.6	8.1	4.0	6.1	1.4	5.3	8.0
Cc1ccc2nc(SCC(=O)Nc3ccc4c(c3)CCC4)[nH]c2c1
 : -6.3	-5.2	4.4	5.8[fluorescence artefact?]	0.4	-3.5	0.3	2.5	0.5
COc1ccc(CN2CCN(C(=O)c3ccc(-c4ccccc4)cc3)CC2)c(OC)c1OC
 : 2.5	-0.7	-1.7	3.5	0.0	0.1	1.0	-5.7	-1.9
Cc1cccc(NC(=O)c2sc3nc(-c4ccccc4)cn3c2C)n1
 : -16.2	-6.5	0.3	-4.8	0.1	-12.0	-1.0	6.8	-2.1
CN(C)c1ccc(-c2nc3ccccc3c(=O)[nH]2)cc1
 : 4.9	-1.5	-2.8	-4.0	0.4	-0.4	-0.9	-82.2	6.0
C/C(Cn1cnc([N+](=O)[O-])n1)=N\NC(=O)c1ccccc1
 : -12.6	-2.7	1.4	0.1	1.2	0.3	0.6	-4.9	0.9
Clc1ccc(C[n+]2cc(-c3ccccc3)n3c2CCCCC3)c(Cl)c1
 : -7.5	85.6*	1.6	-6.8	0.7	-13.9	0.2	-19.7	79.3*
Cc1ccc(OCC(=O)Nn2c(C)nc3ccccc3c2=O)c(C(C)C)c1
 : -9.3	0.6	-3.0	5.5	-0.4	-29.2	0.6	-0.8	0.9
CC(C)Oc1ccc(CCC(=O)NNC(=S)NCc2ccccc2)cc1
 : -1.2	-2.3	1.6	-5.1	0.4	-5.7	-0.5	-57.3	0.1
O=C(Cn1nnc(-c2ccccc2)n1)c1ccccc1
 : -4.6	-4.3	0.6	-0.1	-1.6	10.9	0.2	4.1	5.0

Screens: PubChem BioAssay, several laboratories
